TRPV1 agonist: agonists of human vanilloid receptor 1 (TRPV1); TRPV1-expressing cells, Fluo-8 calcium influx, agonist mode; hit rate 0.19% among 320,000; Q8NER1; activation, % at 8.33 µM; in the data active = activation above about 80%; inconclusive = between about 30% and that limit; note: 0% is about no effect
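Fluo-8 calcium influx in TRPV1-expressing cells, kinetic read (ex 480/em 520 nm). Compound added and read 3 min for agonist activity, followed by capsaicin at EC20 final and 2 min further read for enhancement.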
uPA surface inh: inhibitors of cell surface uPA generation. cell surface uPA generation assay, qHTS. Potency, µM (series often up to 38.3 µM), inactives show top-dose activity change, negative = inhibition, hits mostly inhibitors. hit rate 0.31% among 330,000. AID 540303; active = well fitted inhibition curve with a large enough effect; inconclusive = small, poorly fitted or top-dose-only effect; inactive = no such curve, though single readings can be large or run the other way; tested in mouse RAW 264.7 cells; note: potency is the fitted concentration of half-maximal effect; % is set by controls: 0 for no effect and ±100 for the full control effect; nearly all actives have a fitted effect of over 55% in size
ELG1 genotoxic: induces genotoxicity in HEK293T cells with luciferase-tagged ELG1; HEK293T ELG1-luciferase reporter, luminescence, 16 h; Potency, µM (highest dose often 46 µM), for the others: at the highest dose activity change, positive = activation, most hits filed as activators; hit rate 1.3% among 330,000; note: potency is the fitted concentration of half-maximal effect; % of control where 0% means no effect; nearly all actives have a fitted effect of over 60% in size
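Step 1: seed 2,000 HEK293T ELG1-luciferase cells per well. Step 2: add compound or DMSO, incubate 16 hr at 37 °C. Step 3: ONE-Glo, 30 min at room temperature, read luminescence.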
p53 reactivation: restores transcriptional activity of mutant p53. AID 504706. hit rate 0.063% among 320,000. Potency, µM (top dose mostly 92.2 µM), for inactives: at the highest dose activity change, positive = activation, actives largely listed as activators. H1299 p53-A138V BP100-luciferase reporter, luminescence, 24 h; note: potency is the fitted concentration of half-maximal effect; % of control where 0% means no effect; nearly all actives have a fitted effect of over 45% in size
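p53-null H1299 cells stably carrying temperature-sensitive p53-A138V and a BP100-luciferase reporter were pinned with compounds (4-point, 1:5 series) and held 24 hrs at 37 deg C. Luminescence was read 10 min after detection reagent.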
BRCA1 expr up: BRCA1 expression activation. MCF7-BRCA1-FFLuc reporter, luminescence, 48 h; response scale: scaled: vehicle 0%, 10 µM genistein 100%. Potency, µM (series often up to 46.1 µM), for the others: at the highest dose activation, actives largely listed as activators. hit rate 1.1% among 380,000. AID 624202; note: potency is the fitted concentration of half-maximal effect; nearly all actives have a fitted effect of over 80% in size; some results filed as inactive show a strong effect at the top dose
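Quantitative HTS in MCF7 cells stably reporting BRCA1 expression via firefly luciferase. Compound treatment lasts 48 h at 37 °C in phenol-red free MEM. Activation is expressed relative to genistein at 10 microM and DMSO.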
TSG101-PTAP inh: blocks PTAP/TSG101 interaction to inhibit HIV-1 budding | Q99816 | Fluorescence polarization, FITC-PTAP peptide / Tsg101 binding | Potency, µM (top dose mostly 115 µM), inactives show at the highest dose activity change, negative = inhibition, actives largely listed as inhibitors | 340,000 tested, under 10 active; active = well fitted inhibition curve with a large enough effect in the main read-out, with a control signal flat, not every such curve was filed as active; inconclusive = small, poorly fitted or top-dose-only effect, or effect the other way, or a change in a side signal; inactive = no such curve, though single readings can be large or run the other way; note: potency is the fitted concentration of half-maximal effect; % of control where 0% means no effect
Target sequence (Q99816 whole entry, looked up): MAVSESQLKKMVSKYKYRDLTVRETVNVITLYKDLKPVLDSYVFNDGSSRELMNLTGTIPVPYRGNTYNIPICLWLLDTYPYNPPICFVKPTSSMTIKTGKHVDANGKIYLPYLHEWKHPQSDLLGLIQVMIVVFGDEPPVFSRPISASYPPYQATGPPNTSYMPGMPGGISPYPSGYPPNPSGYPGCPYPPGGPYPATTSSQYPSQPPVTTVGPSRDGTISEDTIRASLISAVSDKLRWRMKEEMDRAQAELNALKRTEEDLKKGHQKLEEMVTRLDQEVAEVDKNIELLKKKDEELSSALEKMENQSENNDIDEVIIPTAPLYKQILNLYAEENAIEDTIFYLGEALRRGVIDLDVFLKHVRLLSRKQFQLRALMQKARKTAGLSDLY
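Compounds were pin-transferred onto Tsg101 binding domain (10 uM final) in HEPES pH 7.5 buffer, then FITC-PTAP peptide was added at 50 nM final. After 20 min at RT, polarization reported peptide displacement across a qHTS concentration series.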
Eya2 inh: blocks the phosphatase activity of human Eya2 | O00167 | recombinant Eya2, OMFP fluorescence dephosphorylation (OMFP is methylfluorescein phosphate) | Potency, µM (highest dose often 76.9 µM), for inactives: at the highest dose activity, negative = inhibition, actives largely listed as inhibitors | hit rate 0.006% among 330,000 | AID 488837; note: potency is the fitted concentration of half-maximal effect; % is set by controls: 0 for no effect and ±100 for the full control effect
Target sequence (O00167 whole entry, looked up): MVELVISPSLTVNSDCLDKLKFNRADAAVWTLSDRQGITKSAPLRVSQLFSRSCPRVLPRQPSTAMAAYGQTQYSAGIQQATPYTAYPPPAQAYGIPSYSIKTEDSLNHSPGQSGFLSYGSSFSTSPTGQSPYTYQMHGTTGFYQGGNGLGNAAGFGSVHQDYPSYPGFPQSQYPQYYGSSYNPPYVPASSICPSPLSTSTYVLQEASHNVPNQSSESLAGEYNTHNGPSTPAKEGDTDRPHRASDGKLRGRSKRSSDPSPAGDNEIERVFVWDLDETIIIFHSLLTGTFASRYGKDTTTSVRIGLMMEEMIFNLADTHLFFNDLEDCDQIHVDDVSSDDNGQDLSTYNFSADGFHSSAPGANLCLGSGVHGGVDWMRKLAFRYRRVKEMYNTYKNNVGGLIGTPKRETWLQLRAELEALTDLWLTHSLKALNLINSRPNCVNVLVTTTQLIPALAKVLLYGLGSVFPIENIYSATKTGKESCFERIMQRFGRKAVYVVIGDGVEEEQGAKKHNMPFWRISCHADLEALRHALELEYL
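Eya2 (0.2 uM) preincubated 10 min at ambient with compound, then OMFP substrate added at 50 uM; 10 min reaction in 50 mM HEPES pH 7.5, 50 mM NaCl, 5 uM MgCl2, 0.05% BSA, 1 mM DTT. Fluorescence read at Ex 485/Em 525 nm.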
Integrin act MD: activates integrin-mediated alleviation for muscular dystrophy | alpha7betagal myoblasts, beta-gal FDG fluorescence, 48 h | Potency, µM (top dose mostly 38.3 µM), inactives show at the top dose activation, hits mostly activators | hit rate 0.064% among 350,000 | AID 624291;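 note: potency is the fitted concentration of half-maximal effect; 100% = response of the positive control SU9516; nearly all actives have a fitted effect of over 60% in size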
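Alpha7betagal+/- myoblasts (passage 13) were plated 16-24 hr, then exposed to compounds (1:260 dilution of DMSO stock) for 48 hours at 37C. After MPER lysis, β-galactosidase reporter activity was read as FDG fluorescence (ex 480/em 540) after 30 minutes.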
B2AR arrestin: recruits beta-arrestin to the human beta2-adrenergic receptor; P07550; beta-arrestin recruitment to beta2AR, cell-based reporter; Potency, µM (highest dose often 46.1 µM), without a hit: at the highest dose activation, hits mostly activators; hit rate 0.02% among 330,000;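 note: potency is the fitted concentration of half-maximal effect; 0% = DMSO controls and full agonism = EC100 isoproterenol or metaproterenol; nearly all actives have a fitted effect of over 65% in size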
USP2a inh: USP2a (human) protease inhibition; O75604; USP2 core, Ub-CHOP2 coupled fluorogenic reporter, 485/531; Potency, µM (titrated, usually from 38.3 µM), for the others: at the top dose activity change, negative = inhibition, actives largely listed as inhibitors; hit rate 0.01% among 330,000;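 note: potency is the fitted concentration of half-maximal effect; plate controls were DMSO wells for no effect and full inhibition by NEM control for full effect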
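Cell-free coupled assay: 10nM USP2 core preincubated 30min RT with compound in Tris-HCl pH 8.0/CaCl2/CHAPS buffer, then 25nM Ub-CHOP2 and 25nM reporter substrate; fluorescence (Ex 485/Em 531) read after 60min RT, normalized to NEM inhibition, concentration-response curves fitted.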
ASM inhibitor: blocks human secretory acid sphingomyelinase. hit rate 0.006% among 340,000. P17405. Potency, µM (doses to about 57.5 µM), for inactives: top-dose activity change, negative = inhibition, actives largely listed as inhibitors. placental ASM, HMU-PC fluorogenic substrate, 60 min; note: potency is the fitted concentration of half-maximal effect
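Fluorescence read-out (Ex 386 nm, Em 447 nm) after stopping the reaction at pH 10. Enzyme: ASM from human placenta; substrate HMU-PC0, 9 uM final; 60 min, 37 °C. Compound preincubation 10 min, ambient temperature.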
* hit, by the source's call; ? = inconclusive; nt = not tested or not shown; & = joins results of further samples; [ ] = dose if it differs, or a comment. Unless noted, calls come from the whole dose curve; as a rule, active = well fitted curve in the direction sought with a large enough effect; inconclusive = small, poorly fitted or top-dose-only effect, or another doubt; inactive = no such curve, though single readings can be large; an effect the other way counts as inactive or inconclusive.

Compound	TRPV1 agonist	uPA surface inh	ELG1 genotoxic	p53 reactivation	BRCA1 expr up	TSG101-PTAP inh	Eya2 inh	Integrin act MD	B2AR arrestin	USP2a inh	ASM inhibitor
CC1(C)CC2CC(C)(CN2C(=O)c2ccc([N+](=O)[O-])cc2[N+](=O)[O-])C1 (stereo not given)	5.7	-11.6%	-5.6%	4.0%	-23.4%	-3.6%	-17.3%	24.3%	-0.1%	0.1%	6.7%
CCN(C(=O)COC(=O)c1ccccc1Cc1ccccc1)C1CCS(=O)(=O)C1 (stereo not given)	-0.3	-1.5%	1.3%	2.6%	8.9%	-1.3%	-25.5%	10.7%	-0.1%	0.7%	nt
COc1cc(C(=O)Oc2cccc(/C=N/NC(=O)c3cccnc3)c2)cc(OC)c1OC	0.7	-2.9%	-21.4%	0.8%	-41.6%	-9.6%	-0.6%	-19.0%	-1.5%	2.4%	-2.3%
CC(=O)c1ccc(NC(=O)c2ccc([N+](=O)[O-])o2)cc1	20.7	?	?	-75.9%[inhibitor]	-80.7%	-1.5%	-6.4%	-71.8%[inhibitor]	3.4%	0.7%	-0.4%
CCOC(=O)c1nnn(CC(=O)NC(=O)Nc2ccc(F)cc2)c1C(=O)OCC	2.8	-19.9%	-3.3%	-7.4%	14.0%	0.5%	13.2%	0.4%	0.1%	1.6%	3.9%
Cc1sc2nc(CSCC(=O)NC3(C#N)CCCCC3)[nH]c(=O)c2c1C	-1.4	1.4%	0.4%	4.8%	-7.5%	4.4%	-3.9%	2.0%	0.3%	-4.8%	13.4%
Oc1c(Br)cc(Br)cc1C=Nc1cccc2ncccc12	nt	?	nt	nt	-60.0%	-15.8%	nt	-27.7%	nt	nt	-1.3%
CC(C)CCNC(=S)Nc1ccccn1	24.3	7.7%	1.2%	7.8%	-5.5%	-5.0%	-9.1%	-13.1%	0.3%	0.0%	1.9%
COc1cc(C(=O)O)c([N+](=O)[O-])c(OC)c1OC	-0.7	-3.0%	-0.8%	4.0%	10.3%	-3.0%	13.8%	40.1%	1.0%	-3.4%	1.1%
COCCCn1c(=O)c2sccc2n2c(CCCC(=O)N3CCN(c4ccccn4)CC3)nnc12	1.2	-13.5%	-5.2%	6.8%	-9.8%	-1.6%	2.8%	1.1%	0.2%	2.5%	-2.5%
CCc1noc(C)c1C(=O)OC(C)C(=O)Nc1ccc2c(c1)OCO2 (stereo not given)	-5.4	2.8%	0.8%	-1.5%	-8.1%	-2.6%	1.3%	-5.6%	0.0%	3.8%	4.7%
O=C(CCl)NC(Cc1c[nH]c2ccc(OCc3ccccc3)cc12)C(=O)O (stereo not given)	0.9	6.0%	6.1%	-23.8%	-15.0%	0.0%	9.3%	9.8%	0.3%	-0.7%	-0.5%
CC(C)Oc1ccccc1OCCCCn1cnc2ccccc2c1=O	2.0	-5.1%	-13.9%	-1.5%	-3.0%	-11.2%	-18.8%	-39.3%	0.0%	0.4%	1.1%
CN(Cc1ccc2nsnc2c1)Cc1nc(Cc2cccc(F)c2)no1	26.2	3.8%	0.8%	-1.4%	19.1%	-3.0%	0.1%	?	-0.7%	-1.3%	-3.6%
CC1=NN(c2ccccc2)C(=O)C1C(=O)C(=O)Nc1ccc(F)cc1 (stereo not given)	1.1	-6.0%	?	?	?	-0.5%	13.5%	-6.8%	-0.1%	11.5%	-1.1%
Cc1cccc(N(C(=O)CNC(=O)c2ccco2)C(C(=O)NCC2CCCO2)c2ccccc2)c1 (stereo not given)	1.8	4.7%	-10.9%	-2.4%	0.0%	0.7%	2.9%	?	0.2%	2.4%	4.1%
CCOC(=O)c1c(NC(=S)Nc2ccc(OCC)cc2)sc2c1CCN(C)C2	0.6	-1.6%	8.2%	5.7%	23.3%	2.4%	-5.7%	-3.7%	-0.2%	2.3%	24.0%
CCC(C)NC(=O)C1CCN(S(=O)(=O)c2ccc3nc4c(c(C(=O)O)c3c2)CCCCC4)CC1 (stereo not given)	-3.0	0.9%	3.6%	20.8%	14.0%	0.7%	8.8%	5.2%	-0.8%	2.2%	1.8%
COc1ccc(-c2csc(N3CCN(Cc4ccc5c(c4)OCO5)CC3)n2)cc1	1.9	-9.5%	12.3%	5.7%	-17.3%	nt	-3.4%	-20.7%	-0.1%	2.3%	-9.4%
O=C(N1CCN(c2ccccc2F)CC1)C1(S(=O)(=O)c2ccc(Cl)cc2)CC1	14.4	-6.0%	-1.9%	-4.1%	-15.9%	-1.6%	4.4%	-11.9%	0.5%	3.0%	0.9%
COc1ccc(C(CNC(=O)CCC(=O)c2ccc(C)s2)N2CCOCC2)cc1 (stereo not given)	-1.6	1.7%	4.5%	3.0%	3.1%	-0.3%	-1.6%	10.7%	0.2%	1.8%	2.3%
COc1cccc2sc(N(CCN(C)C)C(=O)/C=C/c3cccs3)nc12	3.6	?	-5.6%	?	-13.8%	-0.3%	5.7%	-59.4%[inhibitor]	0.2%	-1.1%	-1.6%
CC(C)CN(C(=O)COC(=O)c1ccc(Br)o1)c1c(N)n(Cc2ccccc2)c(=O)[nH]c1=O	0.9	4.7%	-2.7%	5.6%	-2.7%	-3.3%	-20.4%	18.8%	0.4%	-2.2%	3.0%
CCN1C(=O)N/C(=C/c2ccc(C)o2)C1=O	-3.1	-9.1%	5.7%	-0.8%	1.4%	-1.7%	2.0%	16.6%	?	1.6%	8.2%
CC(C)c1ccc(C2C3CSCC=C3C(C#N)=C(N)C2(C#N)C#N)cc1 (stereo not given)	5.7	nt	-8.2%	-8.0%	nt	nt	-3.7%	nt	0.1%	-0.6%	nt
O=c1[nH]c(=O)c2nc3ccccc3nc2[nH]1	0.9	-8.6%	9.3%	-7.0%	0.0%	-12.7%	-5.0%&12.4%	nt	-0.3%	1.3%	246.9%[activator]
CCOC(=O)c1c(NC(=O)CSc2nc3cc(Cl)ccc3s2)sc(C(C)=O)c1C	1.3	nt	-2.4%	-7.4%	nt	nt	2.9%	nt	-0.1%	1.1%	nt
COC(=O)[C@H](C)NC(=O)N1CCC(Cc2ccccc2)CC1	4.2	0.0%	-2.8%	0.5%	-2.0%	-3.1%	-7.9%	?	0.3%	4.7%	2.3%
COc1ccccc1NC(=O)CSc1nc(O)cc(=O)n1C	5.9	nt	-1.4%	6.2%	15.6%	-2.1%	10.4%	-20.1%[7.66 µM]	0.1%	-1.3%	2.1%
CC1CN(C)C(C)CC1OC(=O)C(c1ccccc1)c1ccccc1 (stereo not given)	nt	-22.0%	nt	nt	-6.9%	0.0%	nt	-72.9%[inhibitor]	nt	nt	-0.5%
COc1ccc(N2CCN(C3CCCN(Cc4ccc(F)cc4)C3)CC2)cc1 (stereo not given)	0.0	-1.6%	2.7%	?	11.4%	-3.3%	-5.0%	-11.1%	0.3%	-0.5%	1.1%
CN(C(=O)COC(=O)C1CCN(S(=O)(=O)c2ccc3c(c2)OCCO3)CC1)c1ccccc1	3.8	-18.7%	-0.2%	3.1%	-4.5%	-2.0%	14.2%	7.8%	-3.0%	0.7%	nt
COCC(=O)N(C)C[C@H]1N[C@@](Cc2ccccc2)(C(=O)OC)[C@H]2C(=O)N(C)C(=O)[C@@H]12	nt	-13.4%	3.4%	-2.1%	0.9%	0.5%	-12.1%	15.1%	-0.6%	1.4%	5.5%
COc1ccc(/C=N/NC(=O)Cn2c(Cc3ccc(OC)c(OC)c3)nc3ccccc32)cc1	-0.7	-2.8%	4.3%	-6.4%	-22.8%	-4.2%	-3.9%	3.0%	-0.4%	-1.1%	-1.3%
COc1ccc(/C=C2\SC(=S)N(CCC(=O)Nc3ccccc3C(=O)O)C2=O)cc1	-1.5	6.8%	-2.1%	-10.1%	-49.6%	-1.8%	1.1%	?	0.4%	-0.3%	-6.1%
COc1cccc(NC(=O)Nc2cc(NC(=O)Nc3cccc(OC)c3)c(C)nc2C)c1	-2.6	0.6%	0.9%	-1.6%	-44.3%	0.9%	-2.6%	-1.3%	-2.8%	1.4%	-7.7%
